High-throughput results from PubChem.
PAFAH2 FP inh = PAFAH2 enzyme inhibitors, primary screen, biochemical, fluorescence polarization, human; Platelet-activating factor acetylhydrolase 2, cytoplasmic (Homo sapiens), Q99487; recombinant PAFAH2, FP-rhodamine activity probe; inhibition, % at 3.39 µM; 340,000 tested, 0.99% active; AID 492956, 2010;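 active means inhibition above the mean over all tested compounds plus 3 SD, cut at about 30% in these data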;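 further: inhibitors block probe labeling of enzyme so polarization drops; 0% = enzyme with DMSO and 100% = wells lacking PAFAH2 protein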
LYPLA2 counter = LYPLA2 inhibitors, primary screen, counter-screen for PME1 inhibitor project, biochemical, fluorescence polarization, FP-Rh probe ABPP; inhibition, % at 5.9 µM; Acyl-protein thioesterase 2 (Homo sapiens), O95372; AID 2177, 2009; 320,000 tested, 0.38% active; recombinant LYPLA2;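 active means inhibition above the screen-wide mean plus 3 SD, limit set per campaign, cut at about 26% in these data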;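 further: 0% = LYPLA2 with DMSO and 100% = wells lacking LYPLA2 enzyme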
PREPL inh = PREPL enzyme inhibitors, primary screen, biochemical, fluorescence polarization; Prolyl endopeptidase-like (Homo sapiens), Q4J6C6; recombinant PREPL, fluorescence polarization activity-based probe; inhibition, % at 5.96 µM; 320,000 tested, 0.68% active; AID 2751, 2010; in the data active means inhibition above about 43%;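 further: 0% = enzyme with DMSO and 100% = wells lacking enzyme; many of its hits are not listed in these tables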
Target sequence (Q4J6C6 whole entry, looked up): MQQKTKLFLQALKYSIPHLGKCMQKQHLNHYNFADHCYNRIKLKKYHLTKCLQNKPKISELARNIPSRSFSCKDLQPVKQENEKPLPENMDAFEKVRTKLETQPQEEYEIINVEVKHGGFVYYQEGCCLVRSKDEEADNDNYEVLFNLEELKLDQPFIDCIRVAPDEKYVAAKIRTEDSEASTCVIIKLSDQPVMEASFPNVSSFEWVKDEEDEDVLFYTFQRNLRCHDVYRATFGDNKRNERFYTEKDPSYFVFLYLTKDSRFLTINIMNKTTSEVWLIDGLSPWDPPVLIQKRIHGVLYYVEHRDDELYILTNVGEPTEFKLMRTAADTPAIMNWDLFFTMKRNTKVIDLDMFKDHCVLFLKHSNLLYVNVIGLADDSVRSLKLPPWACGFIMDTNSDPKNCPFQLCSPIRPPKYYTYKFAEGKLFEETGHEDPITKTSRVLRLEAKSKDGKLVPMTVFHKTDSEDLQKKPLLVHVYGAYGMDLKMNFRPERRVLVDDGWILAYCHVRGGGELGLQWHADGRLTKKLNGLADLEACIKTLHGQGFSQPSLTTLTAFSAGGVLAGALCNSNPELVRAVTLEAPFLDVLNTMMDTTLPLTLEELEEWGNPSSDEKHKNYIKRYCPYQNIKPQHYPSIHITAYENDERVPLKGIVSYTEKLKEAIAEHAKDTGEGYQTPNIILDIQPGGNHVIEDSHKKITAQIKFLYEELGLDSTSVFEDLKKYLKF
LYPLA1 inh = LYPLA1 inhibitors, primary screen, counter-screen for PME1 inhibitor project, biochemical, fluorescence polarization, FP-Rh probe ABPP. 320,000 tested, 0.16% active. inhibition, % at 5.9 µM. Acyl-protein thioesterase 1 (Homo sapiens), O75608. recombinant LYPLA1;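 active means inhibition above the mean of all tested compounds plus 3 SD, set per campaign, cut at about 14% in these data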;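 further: inhibitors block serine hydrolase probe labeling of LYPLA1 so polarization falls; 0% = enzyme with DMSO and 100% = wells lacking LYPLA1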
Target sequence (O75608 whole entry, looked up): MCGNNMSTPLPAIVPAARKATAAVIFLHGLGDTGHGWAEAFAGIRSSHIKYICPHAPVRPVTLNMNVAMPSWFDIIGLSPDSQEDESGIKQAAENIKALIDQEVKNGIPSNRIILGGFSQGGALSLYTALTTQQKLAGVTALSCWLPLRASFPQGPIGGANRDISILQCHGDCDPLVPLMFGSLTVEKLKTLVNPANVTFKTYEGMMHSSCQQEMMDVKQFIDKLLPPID
ZTA DNA inh = ZTA (EBV) inhibition in EBNA-1 counter-screen. P03206. inhibition, % at 11 µM. AID 2234. 320,000 tested, 0.15% active. ZTA-DNA binding, fluorescence polarization; in the data active means inhibition above about 33%
PAD4 inh = human PAD4 inhibitors, primary screen, biochemical, fluorescence polarization, 1536-well format; Protein-arginine deiminase type-4 (Homo sapiens), Q9UM07; inhibition, % at 6.36 µM; 330,000 tested, 0.41% active; recombinant PAD4, RCA probe fluorescence polarization; AID 485272, 2010;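 active means percent inhibition above a cutoff equal to the mean of all tested compounds plus 3 SD, cut at about 15% in these data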;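 further: 0% = PAD4 with RCA probe and DMSO and 100% = probe without PAD4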
GSTO1 inh = inhibitors of recombinant GSTO1, primary screen, counter-screen for RBBP9 inhibitor project, biochemical, fluorescence polarization; activity-based probe fluorescence polarization; inhibition, % at 5.96 µM; AID 1974, 2009; Glutathione S-transferase omega-1 (Homo sapiens), P78417; 300,000 tested, 1.1% active;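 active means inhibition above the campaign mean inhibition plus 3 SD, cut at about 35% in these data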;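 further: 0% = GSTO1-1 with DMSO and 100% = wells lacking GSTO1-1 enzyme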
EBNA-1 inh = EBNA-1 DNA-binding inhibitors, primary screen, biochemical, fluorescence polarization; inhibition, % at 14.8 µM; 300,000 tested, 0.34% active; AID 1950, 2009; in the data active means inhibition above about 28%
PAFAH1B3 inh = PAFAH1B3 enzyme inhibitors, primary screen, biochemical, fluorescence polarization, human | Platelet-activating factor acetylhydrolase IB subunit alpha1 (Homo sapiens), Q15102 | recombinant PAFAH1B3, FP-rhodamine probe | inhibition, % at 3.39 µM | 340,000 tested, 0.28% active | AID 492972, 2010;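 active means inhibition above the screen-wide average of all tested compounds plus 3 SD, cut at about 25% in these data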;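 further: 0% = enzyme with DMSO only and 100% = wells lacking PAFAH1B3 protein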
The depositor's hits bear a star; · = no result given. An excerpt. The share of hits here may be higher or lower than overall.

Every second line gives: PAFAH2 FP inh, LYPLA2 counter, PREPL inh, LYPLA1 inh, ZTA DNA inh, PAD4 inh, GSTO1 inh, EBNA-1 inh, PAFAH1B3 inh
- COc1ccc(CNCC(=O)Nc2cccc(S(N)(=O)=O)c2)cc1
→ -3, 7, -2, -2, 4, -2, 2, -1, 4
- Cc1cccc2cc(-c3ccccc3)c(-c3ccccc3)c[n+]12
→ 9, 6, 58*, 4, 1, 4, 6, 9, 7
- Cc1cc(C)cc(NC(=O)c2cc(C)n(Cc3cccs3)c2C)c1
→ 0, -4, 7, -3, -7, -3, -3, 0, 1
- O=S(=O)(Nc1cccc(S(=O)(=O)N2CCCC2)c1)c1ccc(Cl)cc1
→ 2, ·, 2, ·, ·, -1, ·, ·, 4
- O=[N+]([O-])c1ccccc1S(=O)(=O)Oc1ccc(/C=N/n2cnnc2)cc1
→ 4, 4, 0, -1, -16, -1, 1, 0, 2
- COc1cccc(C2C(C(C)=O)=C(C)Nc3ncnn32)c1 (stereo not drawn)
→ 0, 0, 0, 2, -2, -5, -3, -18, -4
- CSc1sc(-c2nnc(SCC(=O)Nc3ccccc3)n2C)c2c1C=CCC2
→ ·, 2, 4, 1, 20, 1, 0, 12, ·
- CC(C)(NC(=O)NC(CO)c1ccccc1)c1cccc(C(C)(C)NC(=O)NC(CO)c2ccccc2)c1 (stereo not drawn)
→ 4, 10, 5, 3, -5, 5, 4, 10, 10
- CN(C(=O)c1ccccc1OCc1ccc(Cl)cc1)c1ccccc1
→ 4, -3, -2, 2, 14, 3, 0, 6, 7
- CC(=O)Nc1ccc(-c2csc(N/N=C\c3ccncc3)n2)cc1
→ ·, -1, 13, 0, -9, 6, 4, -2, ·
- CC(=O)OCC(=O)Nc1cc(S(=O)(=O)N2CCCCCC2)ccc1Cl
→ 3, 1, -8, 3, 1, -2, 2, -9, -2
- CN1CCN(C(=O)c2cn(C)c3ccc(S(=O)(=O)N(C)C4CCCCC4)cc3c2=O)CC1
→ 3, -5, -1, 1, 4, -1, 1, 8, 1
- CCN1CCC(NC(=O)Nc2ccc(F)cc2)CC1
→ -4, 8, 7, 1, -12, 0, 6, -7, 9
- O=C(NC12CC3CC(CC(C3)C1)C2)C1=COCCO1
→ 4, 2, 16, 2, -1, 4, 4, -9, 7
- Cc1c(Br)c(C(F)(F)F)nn1CC(=O)N1CCCC1
→ -4, -6, 21, -1, -1, 1, 3, -4, 6
- COc1ccccc1N1CCN(C2CCCN(C(=O)c3cccc(-c4ccco4)c3)C2)CC1 (stereo not drawn)
→ 0, 3, 2, 2, 15, -5, 3, -4, 12
- COc1ccccc1CNc1ccc(C(=O)O)cc1
→ 2, 5, 14, 4, -3, 3, 2, 10, 0
- CN1CCCN(C(=O)CNC(=O)c2ccccc2F)CC1
→ -7, ·, 2, ·, ·, -2, ·, ·, 1
- Cc1ccc(C)n1-c1ccc(N2CCOCC2)nc1
→ -17, 0, 22, -1, -4, -2, 5, 1, 2
- CC(SCc1ccc(C(=O)O)o1)c1ccc(C(=O)O)o1 (stereo not drawn)
→ 0, 3, 6, -3, 11, 0, 1, -9, -3
- CC1CCN(CC(=O)Nc2nn(-c3ccccc3)nc2C(N)=O)CC1
→ 2, 7, 2, 0, 1, 2, 1, 8, 6
- O=S(=O)(c1ccccc1)c1nc(-c2ccccc2)oc1N1CCOCC1
→ -3, 3, -2, -1, 2, 0, -4, 2, 10
- O=C(NC(=S)Nc1ccccc1N1CCOCC1)c1cccc([N+](=O)[O-])c1
→ 2, 8, 24, 1, -20, 4, 4, -12, 5
- CCOc1ccc(NC(=O)NCCCSC2CCCCC2)cc1
→ 1, 2, 6, -1, 4, -2, 3, 8, 9
- COc1ccc(C(=O)Cn2cc([N+](=O)[O-])nc2C)cc1
→ 1, 16, 3, -1, -8, 1, 11, -8, 2
- CN1CCN(c2c([N+](=O)[O-])cnc3ccccc23)CC1
→ 4, -6, 1, -1, 2, 1, 3, 0, 2
- CC(=O)N[C@H]1[C@H](OCc2ccccc2F)O[C@H](COC(C)=O)[C@@H](OC(C)=O)[C@@H]1OC(C)=O
→ -3, 6, 0, 0, -6, 0, 9, 3, 5
- COc1cc(/C=C2/C(=N)N3C=CSC3=NC2=O)ccc1OCCCOc1c(C)cccc1C
→ 5, -9, -3, -12, 0, -5, -6, -15, -3
- COc1ccc(-n2c(Cc3cccn3C)nnc2SCC(=O)Nc2ccc(C)c(Cl)c2)cc1
→ -3, -2, 25, -1, -1, -6, -4, 11, 7
- CC(=O)N1c2ccccc2C2(C)C(C1(C)C)C2(Cl)Cl (stereo not drawn)
→ -1, -3, -10, 1, 1, -1, -3, 4, 5

As entered above.
Result of Cc1c(Br)c(C(F)(F)F)nn1CC(=O)N1CCCC1 under GSTO1 inh: 3
Result of COc1ccc(CNCC(=O)Nc2cccc(S(N)(=O)=O)c2)cc1 under PAFAH1B3 inh: 4

No new results follow: an excerpt of the list.
Every second line gives: PAFAH2 FP inh, LYPLA2 counter, PREPL inh, LYPLA1 inh, ZTA DNA inh, PAD4 inh, GSTO1 inh, EBNA-1 inh, PAFAH1B3 inh
- COc1ccc(CNCC(=O)Nc2cccc(S(N)(=O)=O)c2)cc1
→ -3, 7, -2, -2, 4, -2, 2, -1, 4
- Cc1cccc2cc(-c3ccccc3)c(-c3ccccc3)c[n+]12
→ 9, 6, 58*, 4, 1, 4, 6, 9, 7
- Cc1cc(C)cc(NC(=O)c2cc(C)n(Cc3cccs3)c2C)c1
→ 0, -4, 7, -3, -7, -3, -3, 0, 1

Part of the list above, with tabs:
molecule	PAFAH2 FP inh	LYPLA2 counter	PREPL inh	LYPLA1 inh	ZTA DNA inh	PAD4 inh	GSTO1 inh	EBNA-1 inh	PAFAH1B3 inh
CC(C)(NC(=O)NC(CO)c1ccccc1)c1cccc(C(C)(C)NC(=O)NC(CO)c2ccccc2)c1 (stereo not drawn)	4	10	5	3	-5	5	4	10	10
CN(C(=O)c1ccccc1OCc1ccc(Cl)cc1)c1ccccc1	4	-3	-2	2	14	3	0	6	7

Returning to the listing, repeating the 2 entries before the break.
Every second line gives: PAFAH2 FP inh, LYPLA2 counter, PREPL inh, LYPLA1 inh, ZTA DNA inh, PAD4 inh, GSTO1 inh, EBNA-1 inh, PAFAH1B3 inh
- COc1ccc(-n2c(Cc3cccn3C)nnc2SCC(=O)Nc2ccc(C)c(Cl)c2)cc1
→ -3, -2, 25, -1, -1, -6, -4, 11, 7
- CC(=O)N1c2ccccc2C2(C)C(C1(C)C)C2(Cl)Cl (stereo not drawn)
→ -1, -3, -10, 1, 1, -1, -3, 4, 5
- Cc1nc2sccn2c(=O)c1S(=O)(=O)Nc1cccc(Cl)c1C
→ 2, 1, -2, 2, 6, 0, -2, 2, -10
- O=C(Nc1ccc([N+](=O)[O-])cc1)c1cc2ccccc2nc1Cl
→ -9, -3, 1, -2, 13, -3, 2, 17, -4
- CCN1CCC(NC(=O)Nc2ccccc2C(=O)OC)CC1
→ -2, -6, 1, -4, 4, -2, 2, 0, 5
- CCCc1nnc(SCC(=O)N2CCCC(C)C2)n1CCCOC (stereo not drawn)
→ -2, 1, 9, 5, -5, -4, 3, -10, 1
- CC(C)C[C@H](NC(=O)c1nc[nH]c1C(=O)N(C)Cc1ccccc1)C(=O)OC(C)(C)C
→ 4, -4, 5, -3, 11, 3, 5, 10, 9
- COc1ccc(N2CCN(S(=O)(=O)c3c[nH]c(=O)[nH]c3=O)CC2)cc1
→ -2, 4, -6, 1, -6, -4, -6, 0, 14
- CC(=O)N(C1=C(N)C(=O)c2ccccc2C1=O)c1ccccc1
→ 3, 4, 3, 2, 9, 1, 59*, -10, 13
- Cc1cccc(OCCCC(=O)Nc2ccc(N3CCCCC3)cc2)c1
→ -4, 4, 5, 1, 11, -6, 3, 0, -2
- O=C(NCCc1nc2ccccc2[nH]1)c1ccc([N+](=O)[O-])cc1
→ 9, 1, -7, 0, 4, 0, -4, -3, 10
- Cc1ccc(N(CC(=O)NCCSc2ccccn2)S(C)(=O)=O)cc1
→ 2, -5, 14, -2, 1, -5, -7, -16, 5
- COc1ccc(CNC(=O)C(C)n2nc(C)c3c(C)n(-c4ccc(C)cc4)nc3c2=O)cc1 (stereo not drawn)
→ 10, 1, 1, -1, 3, -8, 5, 8, 3
- Cc1sc2ncnc(N3CCC(C(=O)Nc4ccc(C#N)cc4)CC3)c2c1C
→ -1, -5, 14, -4, 14, -3, 3, 24, -4
- CCCCn1c(N)c(N(CCOC)C(=O)c2cc(=O)[nH]c3ccccc23)c(=O)[nH]c1=O
→ -5, 0, 15, -3, -13, 3, ·, ·, 1
- CC(C)(C)C(=O)Nc1ccc(S(=O)(=O)c2ccc(NC(=O)C(C)(C)C)cc2)cc1
→ 4, -5, -1, -4, 4, -9, 1, -13, -6
- CCOC(=O)C1CCCN(CC(O)COc2cccc(C)c2)C1 (stereo not drawn)
→ 4, 3, -8, 1, 2, 4, 6, 8, 0
- CCn1cc(C(=O)O)c(=O)c2cc(OC)ccc21
→ 0, 7, 0, 0, -10, 2, 13, 7, 3
- CCc1nnc(NCC(=O)N2CCc3ccccc32)s1
→ -10, -8, 6, -8, -10, -5, -6, 2, -1
- COc1ccc(Cc2nnc(NC(=O)c3ccco3)s2)cc1
→ 9, 3, -3, 0, 12, 1, 0, -1, 12
- O=C(O)CCc1ccc(S(=O)(=O)Nc2ccc(OCc3ccccc3)cc2)cc1
→ 8, 5, 6, 10, -14, 0, 27, 2, 9
- O=S(=O)(CCN1CCCCC1)Oc1ccc(Cl)cc1Cl
→ 11, 5, -12, 1, -12, 0, -5, -2, 3
- Cc1cc(=O)[nH]c2nnc(SCC(=O)N3CC(C)OC(C)C3)n12 (stereo not drawn)
→ 4, -2, 3, 2, -4, -4, -2, 2, 7
- COc1cc(/C=C/C(=O)OCC(=O)N2CCCc3ccccc32)ccc1OCC#N
→ 40*, -4, -5, -1, -4, -11, ·, ·, 0
- COC(=O)c1c(C(=O)OC)c(-c2cccc(C)c2)n2c1CS(=O)(=O)C2
→ 3, 5, -1, 4, 7, 3, 6, 3, 6
- C=CCN1C(=O)CN=C1Nc1ccccc1
→ -2, -5, 20, -1, -8, -3, -7, -18, 3
- COc1cc2c3c(c1OC)C1(C=CC(=NNC(N)=O)C=C1)CC3N(C(C)=O)CC2 (stereo not drawn)
→ -1, -6, 7, -4, 9, -6, 5, 6, -9
- Cc1sc2nc(SCc3nnc(-c4cccs4)o3)n(C3CCCC3)c(=O)c2c1C
→ -6, 5, 2, 2, -16, -1, 2, -1, 4
- CCOC(=O)Nc1ccc2c(c1)N(C(=O)CCN(C)C)c1ccccc1S2
→ 2, 0, 7, -3, 28, -4, -12, 0, 8
- COc1ccc(N2C(=O)CCC2(C#N)c2ccc(OC)cc2)cc1 (stereo not drawn)
→ 7, -1, -1, 1, -4, -3, -2, 1, 1
- Cc1ccc(C(C)NC(=O)/C(C#N)=C\c2c(C)[nH]c3ccccc23)cc1 (stereo not drawn)
→ -4, -9, 5, -19, 1, 2, -2, -3, 6
- CN(C(=O)c1coc(=O)c2ccccc12)c1ccccc1Cl
→ -1, -2, 9, 3, 14, -1, 8, -10, 10
